Source: PubChem BioAssay
core dimer inh: inhibitors of HCV core protein dimerization, primary screen, biochemical, TR-FRET, high-throughput; TR-FRET GST/Flag-core106 dimerization, 1536-well; inhibition, % at 5 µM; 0.33% of 300,000 active; AID 1899, 2009;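 active means inhibition above the mean of all tested compounds plus 3 SD, set per screening campaign, cut at about 45% in these data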
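test system = GST/Flag-tagged HCV core106 proteins | probe or stimulus = Eu donor and XL665 acceptor anti-tag antibodies | times = compound-protein-antibody incubation 4 h at 22.5 °C | signal = TR-FRET, excitation 340 nm, emission 617 and 671 nm | measure = percent inhibition of core106 dimerization signal | controls = wells lacking GST-core106 and wells with excess unlabelled core106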
GASC-1 inh: inhibitors of GASC-1 histone demethylase, primary screen, biochemical, fluorescence, DELFIA europium. inhibition, % at 2.35 µM. Lysine-specific demethylase 4C (Homo sapiens), Q9H3R0. GST-JMJD2C(1-420) H3K9me3 demethylation. 0.069% of 330,000 active;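 active means more than half of a compound's replicate wells show inhibition beyond 50%, single wells judged on their own value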;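 further: signal counts dimethyl H3K9 product captured on neutravidin plate; 0% = median of DMSO wells and 100% = 0.3 times that DMSO median; strong numbers were not always called active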
TPT1 inhibitor: Candida albicans TPT1 enzyme inhibitors, primary screen, biochemical, fluorescence polarization; tRNA 2'-phosphotransferase TPT1 (Candida albicans SC5314); recombinant caTPT1, FP RNA substrate dephosphorylation; inhibition, % at 5 µM; 0.81% of 300,000 active;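 active means inhibition above the mean of all tested compounds plus 3 SD, set per screening campaign, cut at about 24% in these data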;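 further: plate controls were DMSO alone for no effect and ferristatin control at 100 nM for full effect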
PREPL inh: PREPL enzyme inhibitors, primary screen, biochemical, fluorescence polarization; recombinant PREPL, fluorescence polarization activity-based probe; AID 2751, 2010; inhibition, % at 5.96 µM; 0.68% of 320,000 active; Prolyl endopeptidase-like (Homo sapiens), Q4J6C6; in the data active means inhibition above about 43%;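 further: 0% = enzyme with DMSO and 100% = wells lacking enzyme; many of its hits are not listed in these tables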
Fh CTSL1 inh: Fasciola hepatica cathepsin L1 inhibitors, primary screen, counter-screen for PFM18AAP inhibitor project, biochemical, QFRET, fluorogenic peptide substrate; recombinant F. hepatica cathepsin L1, Z-Leu-Arg-MCA fluorescence; inhibition, % at 5.96 µM; 0.49% of 300,000 active;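 active means inhibition above the mean of all tested compounds plus 3 SD, set per screening campaign, cut at about 17% in these data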;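 further: 0% = plate median of test compound wells and 100% = 1 µM Z-Phe-Ala-diazomethylketone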
Efflux pump inh: inhibitors of Candida efflux pumps in yeast, primary screen, S. cerevisiae, Nile Red, multiplex. S. cerevisiae Candida pump triplex. inhibition, % at 10 µM. AID 485275, 2010. 0.44% of 330,000 active;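 active means plate passing quality check with inhibition over a set limit, or well fluorescence over plate mean plus 4 SD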;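 further: Nile Red retained in pooled yeast measured as flow cytometry median fluorescence; 0% = buffer negative control and 100% = Enniatin B positive control; higher means more Nile Red kept so more efflux inhibition; some compounds called inactive have numbers as strong as hits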
PP1 counter: PP1-alpha phosphatase inhibitors, primary screen, counter-screen for PP5 inhibitor project, biochemical, fluorescence, OMFP substrate, single point; AID 2235, 2010; 0.9% of 320,000 active; purified PP1alpha; inhibition, % at 6.7 µM; Serine/threonine-protein phosphatase PP1-alpha catalytic subunit (Homo sapiens), P62136;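 active means inhibition above the mean inhibition of all tested compounds plus 3 SD, computed separately for each screening campaign, cut at about 15% in these data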
Target sequence (P62136 whole entry, looked up): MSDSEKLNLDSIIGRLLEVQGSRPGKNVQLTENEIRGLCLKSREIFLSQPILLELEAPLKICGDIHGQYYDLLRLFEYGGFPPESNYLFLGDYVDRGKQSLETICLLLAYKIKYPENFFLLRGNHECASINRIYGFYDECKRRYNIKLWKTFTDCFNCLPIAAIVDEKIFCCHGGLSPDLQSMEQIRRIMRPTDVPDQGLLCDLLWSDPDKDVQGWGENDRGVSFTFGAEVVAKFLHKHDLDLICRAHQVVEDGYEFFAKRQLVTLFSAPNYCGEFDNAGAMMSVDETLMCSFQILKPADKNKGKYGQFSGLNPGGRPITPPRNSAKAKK
PP5 primary: PP5 phosphatase inhibitors, primary screen, biochemical, fluorescence; Serine/threonine-protein phosphatase 5 (Homo sapiens), P53041; purified PP5c, OMFP substrate fluorescence; inhibition, % at 6.7 µM; 0.18% of 320,000 active; AID 1987, 2009;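 active means inhibition above the campaign's mean inhibition across all tested compounds plus 3 SD, cut at about 9.5% in these data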;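 further: 0% = DMSO only and 100% = 100 µM cantharidin control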
Target sequence (P53041 whole entry, looked up): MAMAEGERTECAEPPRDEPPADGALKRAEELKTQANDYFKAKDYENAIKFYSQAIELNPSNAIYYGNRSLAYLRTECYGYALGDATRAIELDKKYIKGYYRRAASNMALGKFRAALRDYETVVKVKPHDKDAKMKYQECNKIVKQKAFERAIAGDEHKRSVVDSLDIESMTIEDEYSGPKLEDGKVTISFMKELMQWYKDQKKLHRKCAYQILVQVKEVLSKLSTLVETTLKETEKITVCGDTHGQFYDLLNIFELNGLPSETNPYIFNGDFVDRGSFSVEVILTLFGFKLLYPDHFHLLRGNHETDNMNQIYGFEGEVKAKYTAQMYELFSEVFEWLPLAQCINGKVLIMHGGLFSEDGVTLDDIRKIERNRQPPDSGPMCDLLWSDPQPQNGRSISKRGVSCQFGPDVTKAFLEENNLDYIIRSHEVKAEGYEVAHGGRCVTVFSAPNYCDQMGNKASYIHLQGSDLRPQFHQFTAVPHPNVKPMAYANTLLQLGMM
LYPLA2 inh: LYPLA2 inhibitors, primary screen, counter-screen for PME1 inhibitor project, biochemical, fluorescence polarization, FP-Rh probe ABPP. Acyl-protein thioesterase 2 (Homo sapiens), O95372. recombinant LYPLA2. inhibition, % at 5.9 µM. 0.38% of 320,000 active. AID 2177, 2009;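 active means inhibition above the screen-wide mean plus 3 SD, limit set per campaign, cut at about 26% in these data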;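 further: 0% = LYPLA2 with DMSO and 100% = wells lacking LYPLA2 enzyme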
Target sequence (O95372 whole entry, looked up): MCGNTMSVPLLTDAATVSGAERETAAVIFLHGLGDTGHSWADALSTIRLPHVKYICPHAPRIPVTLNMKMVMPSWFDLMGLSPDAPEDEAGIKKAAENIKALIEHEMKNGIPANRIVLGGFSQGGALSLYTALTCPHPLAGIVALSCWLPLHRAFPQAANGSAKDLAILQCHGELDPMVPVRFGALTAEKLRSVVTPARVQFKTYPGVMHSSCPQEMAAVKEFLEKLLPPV
The depositor's hits bear a star; . = not tested or not shown; & = joins results of further samples. Not all compounds are listed; the hit share may differ from the screen's.

SMILES	core dimer inh	GASC-1 inh	TPT1 inhibitor	PREPL inh	Fh CTSL1 inh	Efflux pump inh	PP1 counter	PP5 primary	LYPLA2 inh
Cc1nn(-c2ccccc2)c2c1CC1(C(=O)N(C)C(=O)N(C)C1=O)C1CCCCN21 (configuration not stated)	4	9&11	0	1	-1	0.1	-3	-1.2	-4
CCC(C)n1c(O)c(/C=N/Nc2nc3c(c(=O)n(C)c(=O)n3C)n2C)c(=O)[nH]c1=S (configuration not stated)	-13	-4	11	4	3	0.0	-4	-1.3	-6
CC1CCCN(CC(=O)c2ccc(Cl)c(Cl)c2)C1 (configuration not stated)	1	8	0	-2	-3	0.0	1	1.6	11
C/C(=N\Nc1ccccc1)c1c(O)n(Cc2ccccc2)c(=O)[nH]c1=O	11	-3	5	11	0	-0.3	4	2.4	2
Cc1ccccc1NC(=S)NC(NC(=O)CF)C(Cl)(Cl)Cl (configuration not stated)	-4	4	0	16	2	-0.1	-1	0.9	1
CC(=O)c1cn(CC(=O)NCCc2c[nH]c3ccccc23)c2ccccc12	-11	-1	2	-9	-3	0.2	-5	-0.2	-1
O=C(Nc1ccc(Cl)cc1)Nc1nccs1	0	-13	-4	-18	5	-0.1	1	1.1	-5
CN1CCN(c2cc([N+](=O)[O-])ccc2Cl)CC1	-11	0	1	2	-2	0.0	-1	3.0	3
COC(=O)C1=C(N)Oc2c(c(=O)oc3ccccc23)[C@]12C(=O)N(C)c1ccccc12	1	3	0	1	3	0.0	-1	0.3	4
Cc1onc(-c2ccccc2)c1C(=O)N1CCC2(CC1)OCCO2	-1	-4	-3	6	-2	-0.1	-4	0.6	4
CCCCCc1nc2c(c(=O)c3ccccc3n2C)c(=O)n1C1CCCCCC1	23	0	-1	2	4	0.7	5	2.8	13
CC[C@H]1CN2CCC1C[C@H]2[C@H](O)c1ccnc2ccc(OC)cc12 (some centres not stated)	1	.	-1	5	9	0.0	-1	2.0	8
COc1ccc(CC2C(=O)NC(=O)NC2=O)c(OC)c1	-6	14	1	-1	-2	-0.1	0	0.9	0
O=C(O)C(Cc1cnc[nH]1)NS(=O)(=O)c1ccc(Br)cc1 (configuration not stated)	-4	13	3	-4	3	-0.1	7	-0.9	-6
CC(=O)C1=C(C)OC(N)=C(C(=O)OC(C)C)C12C(=O)Nc1ccccc12 (configuration not stated)	2	-3	-3	10	4	-0.1	-5	2.7	5
COc1ccc(C(Nc2ccccc2)P(=O)(Oc2ccccc2)Oc2ccccc2)cc1 (configuration not stated)	0	0	-1	13	1	0.1	3	2.1	7
CCCC[n+]1cc(/N=C(\[O-])OC)on1	-1	15	-5	4	2	0.0	2	3.0	5
O=c1[nH]c(=S)n(C2CC2)c(O)c1C=NCCN1CCOCC1	1	2	-2	4	-1	-0.1	-2	0.6	-2
COC(=O)C1=C(c2cccc(C#N)c2)C[C@@H]2CC[C@H]1N2C(=O)NC1CC1	.	-2	.	17	.	-0.2	0	2.6	7
CC(=NCc1cccnc1)c1c(O)n(C2CCCCC2)c(=O)[nH]c1=O	-4	-4	-1	6	2	0.0	-3	-3.2	-6
N=c1n(CCO)c2ccccc2n1Cc1ccccc1	1	-1	0	11	6	-0.2	-2	0.1	-1
O=C(CN1C(=O)CN=C(c2ccccc2Cl)c2cc(Cl)ccc21)NCc1ccco1	8	10	-1	8	9	-0.2	2	2.4	0
COc1ccc(C2SCC(=O)Nc3c2c(=O)[nH]n3C2CCCCCC2)cc1OC (configuration not stated)	4	11	-1	1	2	0.1	2	-1.6	2
CC1CCC(NCCc2ccc3c(c2)OCO3)CC1 (configuration not stated)	0	33	-1	3	-4	0.0	8	1.8	7
CCCc1[nH]nc2c1C1(C(=O)N(CC(N)=O)c3ccccc31)C(C(=O)OC)=C(N)O2 (configuration not stated)	-10	-6	-5	-3	-3	0.1	-2	2.3	7
COc1ccc(C(=O)OC2C[C@H]3CC[C@@H](C2)N3O)cc1OC (some centres not stated)	3	14	-4	1	0	-0.3	-1	0.9	4
C[C@]12CCC(=O)C=C1CC[C@@H]1[C@@H]2C(=O)C[C@]2(C)C(=O)CC[C@@H]12	-7	-3	-4	4	-1	0.1	-3	4.7	-1
COc1cccc(NP(=O)(Oc2ccc(Cl)cc2)Oc2ccc(Cl)cc2)c1	15	27	-1	-6	-3	-0.1	1	1.7	-18
CN1C(=O)CN=C(c2ccccc2Cl)c2cc(Br)ccc21	-7	-1	0	-29	2	-0.2	-2	0.6	-4
CCOC(=O)C1=C(C)OC(N)=C(C#N)C12C(=O)Nc1ccc(C)cc12 (configuration not stated)	4	-3	0	1	-2	0.0	-3	-0.5	1
CN(C)CCN(C(=O)COc1ccc(Cl)cc1)c1nc2cc3c(cc2s1)OCO3	-9	-17	3	5	1	0.2	-1	3.8	-1
CCOC(=O)CCCCCNC(=O)c1c(O)[nH]c(=O)[nH]c1=O	-11	-12	-1	8	-2	-0.1	-2	2.3	-1
C#CCNc1ccncc1S(=O)(=O)NC(=O)NC(C)C	-95	3	-2	2	-4	0.0	-3	2.0	-3
Cc1nn(Cc2ccccc2Cl)c(C)c1C(=O)OCC(=O)NC1CCS(=O)(=O)C1 (configuration not stated)	-17	-7	3	7	-2	0.1	-3	-0.1	4
C[C@@H]1O[C@@H](O[C@@H]2C=C3CC[C@@H]4C(CC[C@]5(C)[C@@H](c6ccc(=O)oc6)CC[C@]45O)[C@@]3(C)CC2)[C@H](O)[C@H](O)[C@H]1O (some centres not stated)	.	-1	.	5	.	-0.2	-3	1.3	5
COc1ccccc1OCC#CCN1CCCC1	-2	3	-1	7	0	0.1	2	0.7	0
O=c1[nH]c(=S)n(-c2ccccc2F)c(O)c1C=NCCN1CCNCC1	-11	5	1	5	4	-0.3	0	0.8	0
COC(=O)C1=C(c2ccc(OC)c(OC)c2)C[C@@H]2CC[C@H]1N2C(=O)N1CCCC1	.	-3	.	5	.	0.3	5	0.8	2
COC(=O)C1=C(c2ccc(OCc3ccccc3)cc2)C[C@@H]2CC[C@H]1N2C(=O)NCc1cccc(C(F)(F)F)c1	.	-2	.	-12	.	-0.1	12	3.2	-5
Cc1ncc(CNC(=O)N(CCCl)N=O)c(N)n1	-6	3	-3	-12	1	0.0	2	2.4	2
CCCCCn1c(=O)c(C(=O)NCc2ccc(Cl)cc2)c(O)c2ccccc21	3	4	-1	-3	-1	-0.1	-2	0.1	2
CN1C2CCC1C(COC(=O)c1ccccc1)C(O)C2 (configuration not stated)	-4	8	-1	-6	-2	0.1	1	0.7	-1
O=C1NC(=O)C(=Cc2ccc(OCC(=O)N3CCOCC3)cc2)C(=O)N1	-6	15	-1	3	-1	0.0	0	-3.5	3
CCN(CC)P(=O)(NC(=O)c1cccn1C)N(CC)CC	2	9	8	7	1	-0.1	-12	-0.6	-3
Cc1nc2nc(SCC(=O)N3CCC4(CC3)OCCO4)nn2c(C)c1Cc1ccccc1	5	0	1	8	5	-0.1	-4	-0.6	-1
CN(C(=O)COC(=O)c1cn(C)c2ccccc12)C1CCCCC1	.	17	.	0	.	0.1	-6	-2.2	2
Cc1cc(O)c2c(c1)OC(C)(C)C1=C2CC(C)CC1 (configuration not stated)	4	7	-3	8	2	-0.1	3	2.8	-2
O=C(c1cc2c(s1)-c1ccccc1OC2)N1CCC2(CC1)OCCO2	5	8	-3	9	2	-0.1	-1	1.6	8
COc1cc(OC)c(OC)cc1CNCCc1ccc(OC)c(OC)c1	1	-4	-1	13	-4	0.3	-4	3.2	1
Clc1ccc2c(c1)C(c1ccccc1Cl)=NCc1nnc(N3CCN(CCSc4ccccc4)CC3)n1-2	18	-7	-1	33	3	0.2	12	5.2	1
C[C@H]1CC[C@@H]2N(C1)C[C@H]1[C@@H]3C[C@H]4[C@@H](CC(=O)[C@H]5C[C@@H](O)CC[C@@]54C)[C@@H]3CC[C@H]1[C@]2(C)O	1	-13	-1	5	-2	0.0	-3	-1.3	1
O=C(NC(=S)N1C[C@H]2C[C@H](C1)c1cccc(=O)n1C2)c1ccc(Cl)cc1Cl	4	54	-4	7	1	-0.2	-4	1.3	6
CN1C(=O)C(=Cc2ccc(Sc3ccccc3)o2)C(=O)N(C)C1=O	-5	2	6	-12	0	-0.1	4	3.4	-4
OCCNCCc1c[nH]c2ccc(OCc3ccccc3)cc12	-11	5	-3	30	2	0.2	-2	0.4	3
CC1CC(OC(=O)c2ccccc2)(c2ccccc2)C(C)CN1C (configuration not stated)	6	6	3	11	0	-0.1	-2	0.2	1
CCC(=NCc1cccnc1)c1c(O)n(-c2ccccc2C)c(=O)[nH]c1=O	-6	.	-1	-9	1	-0.1	-3	-0.6	1
CCOP(=O)(Cc1ccc(C(=O)CC)o1)OCC	1	3	0	0	-12	0.0	-2	1.3	1
COC(=O)C1=C(c2c(C)noc2C)C[C@@H]2CC[C@H]1N2C(=O)NCCOc1ccc(OC)cc1	.	15	.	11	.	0.1	-5	2.0	2
CCCCOc1ccc(CN2CCN(CC)CC2)cc1	-3	-6	-3	-11	-3	0.0	0	2.7	4
O=S1(=O)CC2(N3CCOCC3)CCCCC21 (configuration not stated)	4	2	-4	7	0	-0.1	-4	0.9	-5

Three structures from above, arranged by number of heavy atoms, ascending.
SMILES	core dimer inh	GASC-1 inh	TPT1 inhibitor	PREPL inh	Fh CTSL1 inh	Efflux pump inh	PP1 counter	PP5 primary	LYPLA2 inh
OCCNCCc1c[nH]c2ccc(OCc3ccccc3)cc12	-11	5	-3	30	2	0.2	-2	0.4	3
CC1CC(OC(=O)c2ccccc2)(c2ccccc2)C(C)CN1C (configuration not stated)	6	6	3	11	0	-0.1	-2	0.2	1
O=C(NC(=S)N1C[C@H]2C[C@H](C1)c1cccc(=O)n1C2)c1ccc(Cl)cc1Cl	4	54	-4	7	1	-0.2	-4	1.3	6

(listing goes on)
SMILES	core dimer inh	GASC-1 inh	TPT1 inhibitor	PREPL inh	Fh CTSL1 inh	Efflux pump inh	PP1 counter	PP5 primary	LYPLA2 inh
COc1ccc(OC)c(-n2c(O)c(/C=C3\C=Nc4ccccc43)c(=O)[nH]c2=O)c1	2	4	15	5	6	-0.2	-5	-0.3	1
O=C(c1ccc(Cl)cc1)C1CCCN(C2CCSCC2)C1 (configuration not stated)	-2	-18	0	2	-2	-0.2	-2	1.4	1
Cc1nc2ccccc2c(=O)n1-c1ccc(Br)cc1[N+](=O)[O-]	-9	1	-3	12	10	-0.1	4	1.0	4
O=C(Nc1ccccc1OC(=O)N1CCOCC1)N1CCOCC1	-3	5	-2	-9	-1	0.0	-2	0.3	6
CN1C(=O)/C(=C/c2ccc(N3CCCCCC3)o2)C(=O)NC1=S	3	10	167*	-9	4	0.2	-1	4.7	-31
Cc1cc(C(=O)OCC(=O)Nc2cccc(F)c2)c(C)n1C1CC1	.	-2	.	10	.	0.8	14	3.5	-2
